# Screens as filed in PubChem BioAssay.
# LEDGF integ inh: blocks HIV-1 LEDGF/p75-dependent DNA integration; inhibition, % at 3.7 µM; TR-FRET IN-LEDGF/p75 DNA integration, Eu/Cy5; 370,000 tested, 0.64% active;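 active = inhibition above the screen-wide mean plus 3 SD, cut at about 13% in these data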;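 note: signal is the Cy5 over europium emission ratio at 671 and 618 nm; 0% = plate median of compound wells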
# TCR CD3 inh: inhibitors of human TCR-CD3 interaction. inhibition, % at 9.4 µM. TAMRA-labeled TCR probe fluorescence, biochemical. 360,000 tested, 0.37% active; in the data active = inhibition above about 19%;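 note: recombinant mutant TCR 2C K166C tagged with TAMRA read by polarization; 0% = receptor in buffer alone and 100% = receptor with positive control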
# PG9 Ab binder: PG9 antibody binding by small molecule. AID 624416. 360,000 tested, 0.43% active. inhibition, % at 6.7 µM. TR-FRET gp120-PG9 antibody binding; in the data active = inhibition above about 8.5%
# TDP2 inh: blocks human TDP2 phosphodiesterase activity | recombinant TDP2, T5PNP hydrolysis, p-nitrophenol absorbance 415 nm | 370,000 tested, 0.34% active | inhibition, % at 12.8 µM;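 active = inhibition above the mean of all tested compounds plus 3 SD, set per campaign, cut at about 25% in these data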;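 note: 0% = DMSO with enzyme and 100% = buffer with substrate but no TDP2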
#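 Material: recombinant human TDP2; quantity: TDP2 enzyme at 120 nM final; medium: Tris-HCl pH 7.5 with MgCl2; compound: single concentration, 12.8 µM nominal, with 1% DMSO; incubation: 2 h enzyme incubation at 37 °C; signal: epi absorbance; measure: percent inhibition; benchmarks: high control without enzyme, low control DMSO plus TDP2; repeats: singlicate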
# mABHD4 FP: ABHD4 (mouse) inhibition, primary FP screen; Q8VD66; 370,000 tested, 0.54% active; purified mABHD4, FP-Rh probe fluorescence polarization; AID 720543; inhibition, % at 8.92 µM;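 active = inhibition exceeding the mean over every tested compound plus 3 SD, cut at about 30% in these data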;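 note: 0% = plate median of compound wells and 100% = S159A mutant with DMSO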
#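 Assay system: mABHD4 protein; medium: HEPES pH 7.0, NaCl, Pluronic buffer; dosing: 8.92 µM, single dose; schedule: 45 min + 60 min at 25 °C; signal: FP readout, ex 525 nm / em 598 nm; read-out: normalized percent inhibition of probe labeling; repeats: single replicate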
# HTRA1 inh: HTRA1 (human) protease inhibition. recombinant HTRA1, FP-rhodamine activity-based probe, fluorescence polarization. inhibition, % at 5.96 µM. 340,000 tested, 0.5% active. AID 504803; in the data active = inhibition above about 36%;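 note: 0% = enzyme with DMSO and 100% = wells lacking enzyme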
# Target sequence (Q92743 whole entry, looked up): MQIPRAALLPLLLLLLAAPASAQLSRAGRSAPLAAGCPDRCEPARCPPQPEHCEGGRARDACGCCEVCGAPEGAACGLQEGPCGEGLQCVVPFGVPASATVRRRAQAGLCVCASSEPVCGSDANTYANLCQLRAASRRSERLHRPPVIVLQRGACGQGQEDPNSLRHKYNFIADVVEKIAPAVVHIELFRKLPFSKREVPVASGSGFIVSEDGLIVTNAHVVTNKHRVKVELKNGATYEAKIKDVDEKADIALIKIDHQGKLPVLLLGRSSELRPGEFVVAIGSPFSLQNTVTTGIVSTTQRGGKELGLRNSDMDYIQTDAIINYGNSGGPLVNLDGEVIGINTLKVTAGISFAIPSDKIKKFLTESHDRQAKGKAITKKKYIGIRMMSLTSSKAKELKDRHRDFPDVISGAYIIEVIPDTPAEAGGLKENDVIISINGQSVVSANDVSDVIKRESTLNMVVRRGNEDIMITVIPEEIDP
# PRMT1 FP inh: PRMT1 (human) inhibition, primary screen; 370,000 tested, 1.3% active; Q99873; inhibition, % at 2.79 µM; recombinant PRMT1, activity-based probe fluorescence polarization;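 active = inhibition above about 21% made by adding two undisclosed values, limit read from the data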
# Target sequence (Q99873 whole entry, looked up): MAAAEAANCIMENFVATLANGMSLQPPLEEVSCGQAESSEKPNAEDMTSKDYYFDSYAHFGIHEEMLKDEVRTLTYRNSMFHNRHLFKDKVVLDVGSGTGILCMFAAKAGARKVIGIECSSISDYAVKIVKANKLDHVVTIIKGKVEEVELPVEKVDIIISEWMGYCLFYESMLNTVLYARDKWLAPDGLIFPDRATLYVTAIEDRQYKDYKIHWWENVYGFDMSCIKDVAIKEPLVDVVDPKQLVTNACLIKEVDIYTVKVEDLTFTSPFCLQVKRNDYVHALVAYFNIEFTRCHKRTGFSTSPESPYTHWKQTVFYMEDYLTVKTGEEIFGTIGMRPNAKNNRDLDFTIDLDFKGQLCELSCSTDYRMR
# SIAE primary: human SIAE inhibition, primary screen | Q9HAT2 | SIAE FP-Rh probe binding, fluorescence polarization | inhibition, % at 9.66 µM | 370,000 tested, 0.69% active;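 active = inhibition above a cutoff: mean of compounds within the control limits plus 3 SD of those, cut at about 17% in these data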;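 note: 0% = plate median of compound wells and 100% = probe without SIAE protein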
# DDE Tn7 FP inh: inhibitors of Tn7 peptide binding to human fibrin DD(E). P02675. FP displacement of FITC-Tn7 peptide from fibrin DD(E); 0% = median of compound wells per plate. inhibition, % at 8.3 µM. 370,000 tested, 0.13% active;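 active = inhibition above the mean of compounds falling within the control limits plus 3 SD of them, cut at about 14% in these data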;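 note: 0% = plate median of compound wells and 100% = 10 µM Aha-Tn7 peptide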
#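 Assay system: Fibrin-DD(E) protein isolated from polymerized human fibrin clots; read-out basis: percent inhibition; medium: Tris/NaCl/CaCl2 buffer, pH 7.8; signal: FP measurement; incubation: 10 min plus 3 h, room temperature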
# UHRF1 binding: human UHRF1 methylated DNA binding inhibitors; inhibition, % at 4.4 µM; 370,000 tested, 0.75% active; UHRF1 binding to methylated oligo, TR-FRET; Q96T88; AID 687016; in the data active = inhibition above about 21%;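 note: UHRF1 SRA domain binding a hemimethylated CpG hairpin DNA probe; 0% = median of test compound wells and 100% = reference inhibitor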
# * hit, by the source's call; / = no result given; & = joins results of further samples.
no.	Compound	TCR CD3 inh	LEDGF integ inh	UHRF1 binding	PRMT1 FP inh	PG9 Ab binder
1	O=C1NC[C@@H](CCCCN2CCN(CCc3ccccc3)C(=O)C2=O)N(Cc2ccccc2)C1=O	0.0	-0.1	-3.2	0.4	1.8
2	CCOC(=O)C1=C(C)NC2=C(C(=O)c3ccccc32)C1c1ccc([N+](=O)[O-])o1 (centres undefined)	1.0	7.9	2.8	4.3	-2.5
3	NC(=O)NC(=O)COC(=O)c1ccc(Cl)c(S(=O)(=O)N(Cc2ccccc2)c2ccc(Cl)cc2)c1	-7.1	-2.1	3.9	0.5	0.4
4	N#C/C(=C\c1ccco1)C(=O)Nc1ccc(S(N)(=O)=O)cc1	-5.1	2.7	0.3	1.8	-0.5
5	CNc1ccccc1C(=O)OCC(=O)N(CCOC)c1c(N)n(CC(C)C)c(=O)[nH]c1=O	-6.6	-2.9	2.3	0.7	-1.7
6	O=C1NC(c2ccccc2)=NC1(Nc1ccccn1)C(F)(F)F (centres undefined)	-2.9	2.6	3.7	-0.4	-0.9
7	CCC(C(=O)NCCCN1CCN(CCCNC(=O)C(CC)c2ccccc2)CC1)c1ccccc1 (centres undefined)	7.4	-0.8	-0.6	1.0	-0.8
8	O=C(Nc1nc2ccccc2c(=O)[nH]1)c1ccccc1SCc1ccccc1	1.2	0.1	-1.6	-1.3	-2.4
9	COc1ccc(S(=O)(=O)N2CCN(CC(=O)NC3CC3)CC2)cc1	-10.8	-2.4	4.7	3.7	1.4
10	CCCCN(C)C(=O)C1CCCN(S(=O)(=O)c2ccc3c(c2)CC(C)N3C(=O)C2CC2)C1 (centres undefined)	1.2	-0.8	-1.4	-4.7	-1.3
11	O=c1c2c([N+](=O)[O-])cc([N+](=O)[O-])cc2nc2ccccn12	6.1	24.9*	5.5	0.2	0.2
12	Cc1nn(C(C)C(=O)c2cccc(Cl)c2)c(C)c1[N+](=O)[O-] (centres undefined)	0.4	4.4	2.0	-1.0	-2.9

no.	TDP2 inh	SIAE primary	mABHD4 FP	HTRA1 inh	DDE Tn7 FP inh
1	0.8	5.7	2.9	/	-5.5
2	-5.8	14.8	21.5	22.3	-6.5
3	0.2	-17.4	-51.1	-71.3	8.0
4	5.9	0.7	0.2	-9.5	7.0
5	-5.4	-0.3	4.0	0.8	1.0
6	15.8	-1.4	-5.2	3.2	0.0
7	-10.8	-3.6	-2.8	0.9	1.6
8	5.8	-5.5	-2.6	-16.6	4.4
9	-5.7	4.5	1.0	1.2	-0.2
10	-0.8	-0.6	0.6	0.9	-5.5
11	5.6	-1.0	16.2	18.5	6.1
12	-2.1	-0.7	2.9	-1.2	-7.7

# (more compounds)
no.	Compound	TCR CD3 inh	LEDGF integ inh	UHRF1 binding	PRMT1 FP inh	PG9 Ab binder
13	CC1(C(=O)NS(=O)(=O)C2CC2)CCCN(C(=O)c2ccc3c(c2)OCO3)C1 (centres undefined)	2.8	-0.3	-2.1	-2.0	1.0
14	CCN(CC)c1ccc(-c2nn3c(-c4n[nH]c5c4CCC5)nnc3s2)cc1	-0.3	1.2	3.2	0.0	0.5
15	NC(=O)COC(=O)c1c2c(nc3ccccc13)CCC2	9.1	8.4	11.7	0.9	1.4
16	NC(=O)c1cccc2ccccc12	1.0	-3.5	8.2	-5.7	0.1
17	Cc1ccc(CNC(=O)CN(c2ccc(Cl)cc2)S(C)(=O)=O)cc1	6.3	-1.5	-0.8	0.1	-0.9
18	COc1ccccc1-c1nc(SC)n[nH]1	-3.7	1.9	-4.3	-2.8	-3.2
19	Cc1c(C2(O)CCCCC2)[nH]c2ncccc12	7.8	-0.1	6.7	0.2	-3.4
20	CC(C)(C)NC(=O)C1c2ccccc2OCC(=O)N1CC(F)(F)F (centres undefined)	-6.2	-4.3	14.0	2.0	-2.5
21	COc1ccc(N(C(C)=O)S(=O)(=O)c2cc(OC)ccc2OC)cc1	-4.5	-2.7	-0.6	2.2	0.9
22	COc1ccc(-c2[nH]ncc2CN2CCSCC2)c(OC)c1	3.8	3.9	-1.3	-1.9	0.2
23	Cc1sc2nc(CN3CCCC3)nc(N3CCN(C(=O)c4ccco4)CC3)c2c1C	2.2	-4.4	0.8	-0.3	-1.9
24	Cc1cc2nccc(-c3cccnc3)n2n1	2.8	1.2	1.9	3.3	0.6

no.	TDP2 inh	SIAE primary	mABHD4 FP	HTRA1 inh	DDE Tn7 FP inh
13	-2.5	-0.5	-2.1	/	4.5
14	-4.9	-2.8	5.8	-47.7	-4.3
15	-6.2	8.5	16.0	13.0	3.2
16	4.5	-0.5	2.6	2.9	-4.8
17	13.7	-6.3	-1.3	5.2	4.9
18	-2.3	-6.6	1.3	10.0	-1.3
19	-25.8	-12.9	3.0	3.2	-2.3
20	4.3	1.3	3.5	/	5.3
21	3.7	-6.6	0.9	3.7	7.3
22	-11.9	-0.8	-1.0	4.9	0.6
23	1.9	2.8	2.5	-2.9	3.1
24	-10.2	0.0	5.2	0.3	-5.3

# A different layout for some results above:
18) COc1ccccc1-c1nc(SC)n[nH]1
  TCR CD3 inh = -3.7
  LEDGF integ inh = 1.9
  UHRF1 binding = -4.3
  PRMT1 FP inh = -2.8
  PG9 Ab binder = -3.2
  TDP2 inh = -2.3
  SIAE primary = -6.6
  mABHD4 FP = 1.3
  HTRA1 inh = 10.0
  DDE Tn7 FP inh = -1.3

19) Cc1c(C2(O)CCCCC2)[nH]c2ncccc12
  TCR CD3 inh = 7.8
  LEDGF integ inh = -0.1
  UHRF1 binding = 6.7
  PRMT1 FP inh = 0.2
  PG9 Ab binder = -3.4
  TDP2 inh = -25.8
  SIAE primary = -12.9
  mABHD4 FP = 3.0
  HTRA1 inh = 3.2
  DDE Tn7 FP inh = -2.3

20) CC(C)(C)NC(=O)C1c2ccccc2OCC(=O)N1CC(F)(F)F (centres undefined)
  TCR CD3 inh = -6.2
  LEDGF integ inh = -4.3
  UHRF1 binding = 14.0
  PRMT1 FP inh = 2.0
  PG9 Ab binder = -2.5
  TDP2 inh = 4.3
  SIAE primary = 1.3
  mABHD4 FP = 3.5
  HTRA1 inh = /
  DDE Tn7 FP inh = 5.3

# Going on with the list.
no.	Compound	TCR CD3 inh	LEDGF integ inh	UHRF1 binding	PRMT1 FP inh	PG9 Ab binder
25	COCc1nnc(NC(=O)C(C)C)s1	8.6	-2.7	-0.9	-3.8	-0.2
26	O=Cc1cn(CC(O)CN2CCCCC2)c2ccccc12 (centres undefined)	-4.7	3.5	5.2	-1.9	-0.5
27	O=c1c2nnn(-c3cccc(F)c3)c2ncn1Cc1ccccn1	4.1	-4.8	-2.4	-4.1	0.0
28	O=C(CCc1ccc(S(=O)(=O)N2CCOCC2)cc1)OCC(=O)c1ccc(Br)cc1	-6.6	-3.2	-1.0	1.3	-1.0
29	CC1C(=O)N(Cc2cn(CCC3OCCCO3)nn2)CCS(=O)(=O)N1Cc1ccc(-c2cccc(CO)c2)cc1 (centres undefined)	3.5	-5.0	-2.7	-2.7	-0.6
30	Cc1ccc(C(=O)N2CCN(S(=O)(=O)c3ccccc3[N+](=O)[O-])C2)cc1	-6.8	-3.9	6.1	4.6	-1.0
31	CCC(C)(C)n1nnnc1C(c1ccccn1)N1CCOCC1 (centres undefined)	2.7	-2.7	-2.7	-3.3	2.0
32	CC(c1ccon1)N(C)Cc1cn(C)nc1-c1cccc(Cl)c1 (centres undefined)	4.4	0.5	-2.1	-1.1	-2.9
33	S=c1[nH]nc(Cc2noc3ccccc23)n1-c1ccc(Cl)cc1	9.6	5.2	0.3	0.4	0.5
34	CCOC(=O)C(=CNNc1ccccc1)C(=O)OCC	-3.5	4.8	-4.0	0.5	-1.8
35	COc1ccc2sc(N(CCN(C)C)C(=O)/C=C/c3cccs3)nc2c1	5.1	-0.6	-7.5	5.5	-0.8
36	COC(=O)c1ccccc1NC(=S)NC(C)=O	4.1	4.4	1.2	-1.4	0.6

no.	TDP2 inh	SIAE primary	mABHD4 FP	HTRA1 inh	DDE Tn7 FP inh
25	3.2	6.7	3.0	-1.3	-3.1
26	3.6	2.0	2.7	-4.2	1.7
27	-10.8	-3.2	-1.6	-2.6	2.5
28	-0.6	-3.9	3.8	-10.5	-10.6
29	-1.3	-3.2	4.2	11.2	2.3
30	-11.2	-7.3	-9.8	-1.6	-3.3
31	-1.1	-1.0	-4.3	5.1	-0.4
32	-9.5	10.2	3.5	-4.4	-7.4
33	8.4	1.6	-4.8	3.1	-5.6
34	2.1	6.0	-6.8	2.6	-2.1
35	-8.1	-6.9	-7.4	-12.7	8.2
36	3.5	-6.4	2.6	-0.4	3.0

# Next section
no.	Compound	TCR CD3 inh	LEDGF integ inh	UHRF1 binding	PRMT1 FP inh	PG9 Ab binder
37	CCCCNC(=S)NNC(=O)c1csc(C)c1	5.9	0.1	-2.8	-2.8	-0.6
38	COC(=O)CCc1c(C)c(C(=O)c2cccc(OC)c2OC)c2ccccn12	0.0	-1.1	6.3	3.1	-1.9
39	C=CCOc1ccc2cccc(/C=N/NC(=O)c3cc4cc([N+](=O)[O-])ccc4s3)c2c1	-2.1	-3.1	0.8	-0.3	1.6
40	O=S(=O)(NCCc1cn2ccccc2n1)c1ccc2c(c1)OCCO2	-7.2	-2.7	5.0	5.2	-0.5
41	Cc1ccc(CNC(=O)/C=C/c2ccccc2Cl)cc1	2.3	0.1	-0.9	1.7	-1.3
42	Cc1ccc(S(=O)(=O)NC(C)C(=O)Nc2ccccc2C(=O)N2CCCC2)cc1 (centres undefined)	-0.4	3.0	0.1	-3.7	1.0
43	Cc1nn(C)cc1CNCc1ccc(OCC(O)CN(C)Cc2ccccc2)cc1 (centres undefined)	5.4	2.7	2.6	-0.2	-3.2
44	O=C(c1ccccc1)C1CCN(c2ncnc3sccc23)CC1	/	6.5	1.6	-4.6	/
45	Cn1c(=NC(=O)CN2C(=O)C3CC=CCC3C2=O)sc2ccccc21 (centres undefined)	4.0&12.8	-0.5&-2.3	-2.3&-3.7	2.4&0.3	-1.6&-2.0
46	Cc1cccc(OCCSc2cc(C)nc(N)n2)c1	4.1	-0.2	2.0	0.9	-1.7
47	O=C1Nc2cc(C(=O)NCCCN3CCCC3)ccc2S/C1=C/c1ccccc1F	2.5	-0.5	-3.2	-1.0	-3.3
48	O=C(COC(=O)[C@@H]1CC(O)CN1S(=O)(=O)c1ccccc1[N+](=O)[O-])c1ccccc1 (some centres undefined)	-5.2	-2.5	-0.4	4.7	2.5

no.	TDP2 inh	SIAE primary	mABHD4 FP	HTRA1 inh	DDE Tn7 FP inh
37	2.3	4.4	-3.2	2.8	1.0
38	10.1	1.2	4.9	2.1	-0.9
39	6.1	-4.7	5.5	-6.6	4.8
40	-5.0	0.3	4.7	-4.6	1.5
41	3.7	-2.8	-0.7	-9.0	5.0
42	0.0	6.4	6.0	-1.5	-4.2
43	1.8	-0.3	-0.1	-5.2	-6.2
44	3.4	-0.6	2.4	/	-2.7
45	5.4&7.5	0.6&1.9	4.8&8.1	-2.4&3.2	6.5&4.0
46	0.6	0.5	-6.9	-4.3	2.8
47	3.2	-26.0	-0.6	-29.7	1.5
48	6.5	4.5	6.6	-3.2	-2.3
